FBPA coupling cs: inhibits coupling enzyme system, counter-screen for aldolase hits; coupling enzyme system counterscreen, AmpLite Red fluorescence; activity change, negative = inhibition, % at 58.2 µM, hits read low; 290,000 compounds, 0.67% hits; AID 2472; in the data active = activity change below about -30%
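Fluorescence at 525 nm excitation and 598 nm emission measured inhibition of the coupled detection system without aldolase. Compounds (at 57.5 uM final) were preincubated 10 min at room temperature with coupling enzyme reagent before a 20 min substrate/AmpLite Red step.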
PKM2 act: activators of human pyruvate kinase M2. 260,000 compounds, 0.34% hits. Potency, µM (titrated, usually from 57.5 µM), without a hit: top-dose activation, hits mostly activators. purified PKM2, Kinase-Glo ATP luminescence, activation; response scale: 0% is enzyme alone, no compound. AID 1631; also: potency is read from the fitted curve at half-maximal effect; nearly all actives have a fitted effect of over 55% in size
Target sequence (P14618 whole entry, looked up): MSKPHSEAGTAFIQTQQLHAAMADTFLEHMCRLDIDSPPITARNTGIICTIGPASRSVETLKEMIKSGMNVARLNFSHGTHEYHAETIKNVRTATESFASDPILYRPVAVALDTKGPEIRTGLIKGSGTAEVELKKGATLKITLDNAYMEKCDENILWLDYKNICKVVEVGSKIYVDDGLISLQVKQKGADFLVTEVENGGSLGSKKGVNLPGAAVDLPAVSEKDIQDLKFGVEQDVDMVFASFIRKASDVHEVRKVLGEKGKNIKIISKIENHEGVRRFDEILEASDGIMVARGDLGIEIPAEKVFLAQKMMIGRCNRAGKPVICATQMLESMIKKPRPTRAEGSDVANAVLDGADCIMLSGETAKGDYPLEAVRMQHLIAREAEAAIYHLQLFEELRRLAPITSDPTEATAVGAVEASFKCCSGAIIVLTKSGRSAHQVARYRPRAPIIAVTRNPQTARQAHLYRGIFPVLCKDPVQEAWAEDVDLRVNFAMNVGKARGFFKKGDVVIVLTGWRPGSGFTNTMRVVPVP
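Kinase-Glo luminescence reports ATP generated from ADP (0.1 mM) and PEP (0.5 mM) by purified hPK-M2 after 1 h at room temperature, pH 7.2 imidazole buffer; intermediate enzyme activity allows detecting inhibitors and activators.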
KCNH2 3.1 inh: KCNH2 3.1 (human) potassium channel inhibition. U2OS KCNH2 3.1, thallium flux FluxOr; stronger effect = lower value. activity change, % (tested at about 1.8 µM). 340,000 compounds, 0.95% hits;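 active = maximum activity change below -70%; inconclusive = maximum activity change from -70% to -50%; inactive = maximum activity change above -50%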;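 also: thallium influx rate constant from kinetic fluorescence after stimulation buffer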
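U2OS cells transduced with KCNH2 3.1 mutant virus (1.77 x 10^8 /mL, 4 h), plated overnight at 37 C, loaded 45 min with FluxOr dye plus Red40 quencher. Thallium flux rate constant from kinetic reads after stimulation buffer, normalised to controls.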
USP2a block: USP2a (human) protease inhibition; O75604; USP2 core, Ub-CHOP2 coupled fluorogenic reporter, 485/531; Potency, µM (doses to about 38.3 µM), for the others: at the top dose activity change, negative = inhibition, actives largely listed as inhibitors; 330,000 compounds, 0.01% hits;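 also: potency is read from the fitted curve at half-maximal effect; plate controls were DMSO wells for no effect and full inhibition by NEM control for full effect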
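Cell-free coupled assay: 10nM USP2 core preincubated 30min RT with compound in Tris-HCl pH 8.0/CaCl2/CHAPS buffer, then 25nM Ub-CHOP2 and 25nM reporter substrate; fluorescence (Ex 485/Em 531) read after 60min RT, normalized to NEM inhibition, concentration-response curves fitted.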
BCR signal inh: chronic active BCR signaling inhibition. 340,000 compounds, 0.05% hits. Potency, µM (doses to about 46.1 µM), for inactives: at the top dose ratio change, negative = lower green/red ratio, hits mostly inhibitors. ABC-DLBCL IkBa-CBG/CBR reporter, luminescence ratio, 4 h; active = well fitted inhibition curve with a large enough effect in the signal ratio, with a control signal flat, not every such curve was filed as active; inconclusive = small, poorly fitted or top-dose-only effect, or effect the other way, or a change in a side signal; the % refers to the signal ratio;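 also: potency is read from the fitted curve at half-maximal effect; plate controls were basal doxycycline-induced cells for no effect and cells given 10 µM MG132 for full effect; MG132 reads +100%, hits lower the ratio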
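Compounds up to 46 uM were incubated four hours with TMD8 cells whose green CBG68 luciferase is fused to IkappaBalpha; red CBR luminescence normalised the signal, and concentration-effect curves were fitted to fusion, red and ratio data.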
Eya2 phos inh: inhibitors of human Eya2 phosphatase activity. 330,000 compounds, 0.006% hits. O00167. Potency, µM (highest dose often 76.9 µM), for inactives: top-dose activity, negative = inhibition, actives largely listed as inhibitors. recombinant Eya2, OMFP fluorescence dephosphorylation (OMFP is methylfluorescein phosphate); also: potency is read from the fitted curve at half-maximal effect
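Eya2 protein (added as 0.2 uM solution) was preincubated with compound for 10 min at ambient temperature in 50 mM HEPES pH 7.5, 50 mM NaCl, 5 uM MgCl2, 0.05% BSA, 1 mM DTT. OMFP (added at 50 uM) then reacted 10 min; fluorescence read at 485/525 nm.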
Giardia killer: kills Giardia lamblia; Giardia lamblia trophozoite viability; activity change, % at 7.66 µM, hits read low; 340,000 compounds, 0.15% hits; in the data active = activity change below about -80%; inconclusive = between about -30% and that limit;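 also: parasites exposed to compound for two days anaerobically before the ATP read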
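Each well holds 100 Giardia trophozoites and compound. After two days (48 hrs) at 37 deg C in anaerobic conditions, ATP is quantified by luminescence.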
B2AR arrestin: recruits beta-arrestin to the human beta2-adrenergic receptor | beta-arrestin recruitment to beta2AR, cell-based reporter | Potency, µM (top dose mostly 46.1 µM), for inactives: at the top dose activation, usual class: activators | 330,000 compounds, 0.02% hits | AID 492947;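 also: potency is read from the fitted curve at half-maximal effect; 0% = DMSO controls and full agonism = EC100 isoproterenol or metaproterenol; nearly all actives have a fitted effect of over 65% in size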
uPA surface inh: inhibitors of cell surface uPA generation | Potency, µM (highest dose often 38.3 µM), for inactives: at the highest dose activity change, negative = inhibition, hits mostly inhibitors | AID 540303 | cell surface uPA generation assay, qHTS | 330,000 compounds, 0.31% hits; active = well fitted inhibition curve with a large enough effect; inconclusive = small, poorly fitted or top-dose-only effect; inactive = no such curve, though single readings can be large or run the other way; tested in mouse RAW 264.7 cells; also: potency is read from the fitted curve at half-maximal effect; nearly all actives have a fitted effect of over 55% in size
KCNH2 WT inh: inhibitors of human wildtype KCNH2 potassium channel | 340,000 compounds, 0.37% hits | AID 720551 | activity change, % at 1.84 µM | U2OS, BacMam KCNH2, thallium flux FluxOr; stronger effect = lower value;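 active = maximum activity change below -70%; inconclusive = maximum activity change between -70% and -50%; inactive = maximum activity change above -50%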
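U2OS cells were transduced with wild-type KCNH2 virus (2.03 x 10^8 / mL) for 4 h at room temperature, then cultured overnight at 37 C. Thallium flux was read with FluxOr dye. Rate constants were normalized to DMSO controls.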
GALK inhibitor: galactokinase (human) inhibition | Purified GALK, Kinase-Glo residual ATP luminescence | 270,000 compounds, 0.007% hits | P51570 | Potency, µM (top dose mostly 57.5 µM), without a hit: at the highest dose activity change, negative = inhibition, hits mostly inhibitors; also: potency is read from the fitted curve at half-maximal effect
Target sequence (P51570 whole entry, looked up): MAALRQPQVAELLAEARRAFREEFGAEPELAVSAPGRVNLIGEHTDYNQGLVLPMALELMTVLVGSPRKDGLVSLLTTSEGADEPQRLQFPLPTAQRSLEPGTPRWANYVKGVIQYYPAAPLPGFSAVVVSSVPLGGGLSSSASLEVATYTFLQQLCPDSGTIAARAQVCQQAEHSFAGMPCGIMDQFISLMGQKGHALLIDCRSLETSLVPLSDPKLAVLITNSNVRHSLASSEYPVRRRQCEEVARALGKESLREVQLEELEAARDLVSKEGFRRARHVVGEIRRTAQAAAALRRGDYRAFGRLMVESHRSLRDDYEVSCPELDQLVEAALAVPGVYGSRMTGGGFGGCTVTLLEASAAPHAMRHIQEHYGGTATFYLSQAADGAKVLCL
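Galactose (100 uM) and ATP (35 uM) were turned over by 5 nM GALK for 1 h at RT. Kinase-Glo Plus then converted the remaining ATP into a luminescent signal.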
The depositor's hits bear a star; ? = inconclusive; · = no result given; & = joins results of further samples; [ ] = dose if it differs, or a comment. Unless noted, calls follow the shape of the dose curve; as a rule, active = well fitted curve in the direction sought with a large enough effect; inconclusive = small, poorly fitted or top-dose-only effect, or another doubt; inactive = no such curve, though single readings can be large; an effect the other way counts as inactive or inconclusive. Unless noted, % is scaled to controls: 0 for no effect and ±100 for the full control effect.

Results follow in this order: FBPA coupling cs	PKM2 act	KCNH2 3.1 inh	USP2a block	BCR signal inh	Eya2 phos inh	Giardia killer	B2AR arrestin	uPA surface inh	KCNH2 WT inh	GALK inhibitor
NC(=O)C1CCCN(C(=O)CCc2nnc(C3(c4ccc(Cl)cc4)CCC3)o2)C1 (stereo unspecified)
 : ·	1%	20	-2%	-3%	-2%	0	-0.9%	3%	11	5%
CCc1cc(C(=O)Nc2cc(Cl)ccc2N2CCN(C)CC2)sc1C
 : ·	·	-12	-2%	4%	-14%	-12	-0.3%	3%	9	·
CC(NC(=O)c1ccccc1Cl)C1CC2CCC1C2 (stereo unspecified)
 : 0	-1%	11	1%	?	1%	5	-0.1%	-3%	5	7%
Cc1cc(C)n(C(=O)CNC(=O)c2ccco2)n1
 : 3	0%	-37	1%	0%	8%	-2	-0.2%	-3%	-5	1%
CC(=O)c1ccc(-c2ccc([C@H]3[C@H]4C=CC[C@@H](C)[C@@H]4C(=O)N3Cc3ccccc3)c(F)c2)cc1
 : -1	4%	19	3%	-5%	-13%	12	-0.6%	?	3	3%
O=c1oc2cc(OCc3ccc(C(F)(F)F)cc3)ccc2cc1-c1ccccn1
 : 3	-2%	-27	-4%	-1%	8%	5	-0.5%	-1%	-11	1%
COc1cccc(CN(C)C(=O)c2[nH]c(C)c(C(C)=O)c2C)c1OC
 : 0	·	-4	1%	?	11%	-10	-0.2%	·	5	6%
O[C@H]1COC2C1OC[C@@H]2O (stereo partly specified)
 : 2	-8%	7	-3%	0%	-7%	-8	-3.1%	1%	-5	0%
COC(=O)c1ccc(NC(=O)COc2ccc(S(=O)(=O)NC(C)(C)C)cc2)cc1
 : -11	-1%	-10	4%	8%	-20%	-9	0.1%	3%	-3	1%
O=C(CNC(=O)c1cccc(F)c1)N/N=C/c1ccc(O)c([N+](=O)[O-])c1
 : 6	-7%	-9	-6%	?	-12%	-19	-0.1%	0%	-26	-4%

Whole records, looked up by structure.
Results for O[C@H]1COC2C1OC[C@@H]2O (stereo partly specified) : FBPA coupling cs = 2; PKM2 act = -8%; KCNH2 3.1 inh = 7; USP2a block = -3%; BCR signal inh = 0%; Eya2 phos inh = -7%; Giardia killer = -8; B2AR arrestin = -3.1%; uPA surface inh = 1%; KCNH2 WT inh = -5; GALK inhibitor = 0%
Results for COC(=O)c1ccc(NC(=O)COc2ccc(S(=O)(=O)NC(C)(C)C)cc2)cc1 : FBPA coupling cs = -11; PKM2 act = -1%; KCNH2 3.1 inh = -10; USP2a block = 4%; BCR signal inh = 8%; Eya2 phos inh = -20%; Giardia killer = -9; B2AR arrestin = 0.1%; uPA surface inh = 3%; KCNH2 WT inh = -3; GALK inhibitor = 1%

Following part
Results follow in this order: FBPA coupling cs	PKM2 act	KCNH2 3.1 inh	USP2a block	BCR signal inh	Eya2 phos inh	Giardia killer	B2AR arrestin	uPA surface inh	KCNH2 WT inh	GALK inhibitor
COc1cccc(-n2c(Cc3cc(=O)[nH]c(=O)[nH]3)nnc2SCc2cccc(C(F)(F)F)c2)c1
 : 4	0%	-12	2%	-3%	?	-3	0.1%	-5%	·	0%
O=C(Oc1cc(=O)oc2c1c(=O)n1c3c(cccc23)CC1)c1ccc(F)cc1
 : 1	0%	5	3%	-8%	1%	10	-0.5%	12%	-4	5%
CCOc1ccccc1N(C)C(=O)Cn1ncc2c([nH]c3ccccc32)c1=O
 : ·	·	18	5%	6%	-3%	-18	-0.4%	-5%	-4	6%
Cc1nn(CC(=O)N2CCN(c3ccc(Cl)cc3)CC2)c(=O)c2cccn12
 : 1	-1%	1	-1%	-18%	6%	-3	0.0%	-1%	3	·
Cn1ccnc1C(=O)c1ccc(NN)c([N+](=O)[O-])c1
 : 0	-3%	9	5%	?	-1%	-28	0.1%	-9%	2	-1%
Cc1cccc(N2CCN(S(=O)(=O)c3c(C)[nH]c(=O)[nH]c3=O)CC2)c1C
 : 11	3%	-10	-2%	?	17%	5	0.0%	0%	-10	0%
CCOC(=O)N1CCC(=NNc2ccc(S(=O)(=O)N3CCOCC3)cc2[N+](=O)[O-])CC1
 : 3	4%	5	0%	1%	6%	-8	-0.3%	-7%	9	-2%
C[C@@H](C(=O)NCc1ccc(S(C)(=O)=O)cc1)[C@@H]1C[C@@]1(C)[C@@H](NC(=O)OCc1ccccc1)c1ccccc1
 : -1&3	3%&8%	2	1%	-7%	2%	38[activator]	3.6%	12%	3	·
O=C(COc1ccc(/C=N/NC(=O)c2cccnc2)cc1)Nc1ccccc1
 : ·	1%	4	-1%	?	-11%	-13	0.4%	3%	2	-5%
Cc1ccc(CN2CCN(Cc3cnc(C)s3)CC2CCO)o1 (stereo unspecified)
 : 3	-4%	-22	-1%	1%	11%	-3	-0.7%	7%	-7	1%
CC(C)(C)C(=O)N(Cc1ccccc1)c1ccccn1
 : 1	7%	-7	1%	?	2%	20	-0.3%	-4%	-15	0%
Cc1cc(C(=O)CSc2n[nH]c(-c3ccccc3F)n2)c(C)n1Cc1cccs1
 : 1	-1%	-15	0%	-5%	0%	-16	0.5%	-3%	19	-4%
O=C(Nc1ccc(N2CCOCC2)cc1)c1c(F)cccc1Cl
 : 2	0%	2	3%	?	-2%	-15	0.0%	7%	-12	5%
CCCNC(=O)COC(=O)c1ccc(S(=O)(=O)N2CCCCCC2)cc1
 : 1	-5%	10	2%	-2%	37%[15.4 µM]	-5	0.3%	0%	0	1%
O=C(N/N=C/c1cccnc1)c1cc(C2CC2)nc2ccccc12
 : -2	0%	13	0%	?	5%	14	-0.2%	-1%	-10	1%
C=CCn1c(SCC(=O)Nc2c(C)cccc2C)nnc1-c1cnccn1
 : 0	-2%	20	-1%	3%	-2%	6	0.4%	5%	8	8%
O=C(COc1ccc(F)cc1)N1CCCCCCC1
 : 1	-1%	3	1%	2%	4%	10	0.2%	0%	-6	7%
CC(C)C(=O)N=C1SC2CS(=O)(=O)CC2N1Cc1ccc(Cl)cc1 (stereo unspecified)
 : 2	6%	-11	5%	0%	13%	16	-0.6%	1%	-1	-1%
CC(=O)N1CCN(CC(=O)Nc2ccccc2Sc2ccccc2)CC1
 : 3	6%	4	2%	-12%	-4%	-7	0.1%	-4%	3	1%
O=C1COc2ccc(C(=O)COC(=O)c3ccccn3)cc2N1
 : ·	·	8	-3%	-1%	-32%	0	-0.2%	3%	3	·

(list continues)
| SMILES | FBPA coupling cs | PKM2 act | KCNH2 3.1 inh | USP2a block | BCR signal inh | Eya2 phos inh | Giardia killer | B2AR arrestin | uPA surface inh | KCNH2 WT inh | GALK inhibitor |
| --- | --- | --- | --- | --- | --- | --- | --- | --- | --- | --- | --- |
| Cc1c2c(nc3ccccc13)CC(C)(C)CC2=O | 2 | 1% | -10 | 1% | ? | -18% | 7 | -0.5% | -5% | 1 | 10% |
| COc1ccc(CNC(=O)CSc2nc3ccc(N)cc3s2)cc1 | -1 | 1% | -7 | 4% | -4% | 6% | 24 | -1.1% | 0% | 18 | 3% |
| COc1ccc(C2SCCN2C(=O)c2ccc([N+](=O)[O-])cc2)cc1 (stereo unspecified) | 4 | 8% | 2 | 3% | ? | -2% | 3 | 0.0% | 3% | -31 | 6% |
| NC(=O)NCCCC(=O)OCC(=O)c1ccc2ccccc2c1 | 0 | 3% | -7 | -1% | -25% | -1% | 6 | -0.1% | · | -4 | -5% |
| COc1ccc(-n2c(C)nn(C)c2=O)c(OC)c1 | 1 | 0% | -1 | 2% | 14% | 4% | -1 | -0.7% | 6% | -9 | 0% |
| CCN(CC(=O)N1CCN(Cc2ccccc2)CC1)S(=O)(=O)c1ccccc1 | · | -2% | 14 | -1% | 7% | -8% | -9 | -0.3% | -1% | 8 | -3% |
| CCOC(=O)c1c(C)c(C(=O)NCc2ccccn2)c(C)n1CC | 3 | 0% | -2 | -1% | -1% | -5% | 10 | -0.1% | · | 4 | 0% |
| CCCn1cnc2c(c1=O)c1nc3ccccc3nc1n2CCc1ccccc1 | 0 | 0% | 5 | 0% | 4% | -17% | 24 | -0.4% | -3% | 17 | 2% |
| COc1ccccc1NC(=O)Nc1ccnn1C1CCN(C(=O)c2ccccn2)CC1 | · | 0% | 3 | 2% | 4% | -6% | 14 | -0.1% | 5% | -10 | -3% |
| O=C1NN(c2ccc(F)cc2)C(=O)/C1=C\C=C\c1ccco1 | 4 | 2% | 1 | -1% | 3% | -6% | -8 | 0.1% | 4% | -31 | -3% |
| COC(=O)[C@@H]1[C@@H](C)OC(=O)N[C@H]1c1ccccc1 | 6 | 2% | 29 | 0% | -2% | -3% | 1 | 11% | 15% | -3 | · |
